SRC1 TRFRET art – TR-FRET artefact, counter-screen to PPARgamma/SRC-1 agonist assay; TR-FRET ratio at 8 µM; hit rate 0.34% among 99,000; TR-FRET detection artefact counter-screen, emission ratio; stronger effect = higher value; in the data active = TR-FRET ratio above about 2300; note: inactives centre near 1800; reference of the scale not given here
SRC3 TRFRET art – TR-FRET artefact, counter-screen to PPARgamma/SRC-3 agonist assay; PPARgamma/SRC-3 format; stronger effect = higher value; TR-FRET ratio at 8 µM; hit rate 0.39% among 99,000; in the data active = TR-FRET ratio above about 2000; note: inactives centre near 1600; reference of the scale not given here
An asterisk follows results filed as active.

Start of the listing, in advance:
SMILES	SRC1 TRFRET art	SRC3 TRFRET art
CC1(C)Cc2c(sc3c2c(=N)n(Cc2ccco2)c(=O)n3Cc2ccc(Cl)cc2)CO1	2115	1475
CSCCC(Nc1ccc(S(=O)(=O)N2CCOCC2)cc1[N+](=O)[O-])C(=O)OCC(=O)N(C(C)C)C(C)C (stereo unspecified)	1806	1656
CC(/C=C/c1ccc(N(C)C)cc1)=N\N=C1\NC(=O)CC(C(=O)Nc2ccccc2)S1 (stereo unspecified)	1620	1545
Cc1ccc(NC(=S)NCc2ccccc2Cl)c(C)c1	1818	1240

The list itself, from the start:
SMILES	SRC1 TRFRET art	SRC3 TRFRET art
CC1(C)Cc2c(sc3c2c(=N)n(Cc2ccco2)c(=O)n3Cc2ccc(Cl)cc2)CO1	2115	1475
CSCCC(Nc1ccc(S(=O)(=O)N2CCOCC2)cc1[N+](=O)[O-])C(=O)OCC(=O)N(C(C)C)C(C)C (stereo unspecified)	1806	1656
CC(/C=C/c1ccc(N(C)C)cc1)=N\N=C1\NC(=O)CC(C(=O)Nc2ccccc2)S1 (stereo unspecified)	1620	1545
Cc1ccc(NC(=S)NCc2ccccc2Cl)c(C)c1	1818	1240
CCCCC(=O)Nc1cc(-c2nc3ncccc3o2)ccc1C	1747	1643
C=CCN1C2CCCC1CC(NC(=S)Nc1cccc(OC)c1)C2 (stereo unspecified)	1670	1443
CC1=NN(C(C#N)c2ccc(F)cc2)C(C)(C)C1 (stereo unspecified)	1981	1609
COc1ccccc1OCCCC(=O)Nc1nccs1	1820	1526
S=c1[nH]cnc2scc(-c3ccccc3)c12	1815	1731
CS(=O)(=O)c1ccc(Cl)c(NC(=O)Cc2c(Cl)cccc2Cl)c1	1815	1504
CC1CCCC(NC(=O)COC(=O)CN2C(=O)C3CCCCC3C2=O)C1C (stereo unspecified)	1481	1504
CCCn1c(SCC(=O)NCc2ccc(OC)cc2)n[nH]c1=O	1949	1744
CC(C)CCNC(=O)c1ccc(Cl)c(N)c1	1478	1530
COc1ccc(C2=Nn3c([n+](C)c4ccccc43)SC2)cc1	1902	1576
CCOC(=O)Cc1nn(CC)c(=O)c2ccccc12	1683	1624
O=C(OCC1CC(c2ccccc2Cl)=NO1)c1ccc(Br)cc1 (stereo unspecified)	1754	1570
O=c1cc(CN2CCCCCC2)nc2sccn12	1878	1442
CCN(CC)CCCNC(=S)N1CCn2c(nc3ccccc32)C1	1781	1662
O=C(O)/C=C/c1ccc(S(=O)(=O)N(CCO)CCO)cc1	1676	1639
CCOC(=O)c1c(C)[nH]c(C(=O)CN2C(=O)C(=O)N(CC(C)C)C2=O)c1C	1563	1453
COc1cc(-c2nc3ccc(N4CCN(C)CC4)cc3[nH]2)cc(OC)c1OC	1768	1641
Cc1[nH]nc2c1C(c1cccs1)C1=C(CC(C)(C)CC1=O)N2 (stereo unspecified)	1605	1639
CCOc1ncccc1C(=O)Nc1ccc(-c2ccc3nnc(C)n3n2)cc1	1574	1649
CC(C)CCNC(=O)c1cc(-c2ccncc2)nc2ccc(S(=O)(=O)N3CCOCC3)cc12	1785	1555
CC(=O)N1CCCc2cc(S(=O)(=O)NC(C(=O)NC3CCCCC3)C(C)C)ccc21 (stereo unspecified)	1737	1801
CCOC(=O)C1=C2c3cc(OC)c(OC)cc3CC(C)(C)N2C(=O)C1=O	1727	1790
COc1cccc(CNc2nc(-c3cccnc3)nc3ccccc23)c1	1774	1698
O=C(Nc1cccc(-c2nc3ncccc3o2)c1)c1ccccc1	2022	1541
CCCCNC(=S)NCc1ccc2[nH]c3c(c2c1)CCCC3	1446	1657
O=C(COC(=O)c1cc(C(F)(F)F)cc(C(F)(F)F)c1)NCc1ccc(Cl)cc1	1946	1741

Fetched by compound from the list above:
SMILES	SRC1 TRFRET art	SRC3 TRFRET art
CCCCNC(=S)NCc1ccc2[nH]c3c(c2c1)CCCC3	1446	1657
O=C(COC(=O)c1cc(C(F)(F)F)cc(C(F)(F)F)c1)NCc1ccc(Cl)cc1	1946	1741
O=c1cc(CN2CCCCCC2)nc2sccn12	1878	1442
O=C(Nc1cccc(-c2nc3ncccc3o2)c1)c1ccccc1	2022	1541
CC(C)CCNC(=O)c1cc(-c2ccncc2)nc2ccc(S(=O)(=O)N3CCOCC3)cc12	1785	1555
CCOC(=O)c1c(C)[nH]c(C(=O)CN2C(=O)C(=O)N(CC(C)C)C2=O)c1C	1563	1453

The results go on.
SMILES	SRC1 TRFRET art	SRC3 TRFRET art
Nc1nnc(C(F)(F)F)s1	1682	1466
CC(C)c1ccccc1NS(=O)(=O)N(C)C	1618	1453
CN(Cc1ccccc1)c1nc(N)nc(Cl)c1C=O	1600	1507
CC(=O)NC1C(=O)N=C(SCC(=O)Nc2ccc(C(F)(F)F)cc2Cl)NC1=O (stereo unspecified)	1823	1755
COCCCNCCOCCOc1ccc(Cl)cc1C(C)(C)C	1737	1501
COCCNC(=O)COC(=O)c1ccc(OCC(=O)Nc2ccccc2OC)c(OC)c1	1833	1566
C/C(=N\O)c1ccc2c(c1)OCCO2	2125	1687
CCOc1nc(SCCOc2ccc(Cl)cc2Cl)nc(N(C)C)n1	1865	1595
Cc1nc2ccc(NC(=O)c3ccc([N+](=O)[O-])cc3)cc2s1	1788	1612
CC(NC(=O)C1CCC(C(C)(C)C)CC1)C(c1ccccc1)N1CCOCC1 (stereo unspecified)	1838	1440
CC(C)(C#N)c1cc(Cn2cncn2)cc(C(C)(C)C#N)c1	1569	1482
CCOC(=O)c1c(-c2ccccc2)cn2c(C)cc(C)nc12	1856	1629
COc1ccc(OCc2n[nH]c(=S)n2-c2ccc(C)cc2)cc1	1675	1604
COc1cc(/C=C2\SC(=S)N(CC(=O)Nc3cccnc3)C2=O)cc(OC)c1OC	1810	1660
CCOc1cc(C(=O)N/N=C(\C)Cc2ccc(OC)cc2)cc(OCC)c1OCC	1581	1703
CN1CCS/C1=C/C=C1\SC(=S)N(CC(=O)O)C1=O	1595	1762
CCOC(=O)c1ccc(CNC(=O)Cn2nnc(-c3cccc(C)c3)n2)o1	1755	1540
CCCCn1c(CN2CCN(C(=O)OCC)CC2)nc2c1c(=O)n(C)c(=O)n2C	1975	1524
Cc1ccc(S(=O)(=O)N2CCC(=O)N(C(COCc3ccc(Cl)cc3)Cc3ccccc3)CC2)cc1 (stereo unspecified)	1801	1633
CC(=C/c1ccc(C(C)C)cc1)/C=N/NC(=O)c1ccncc1	2007	1610
O=C(c1ccco1)N1CCCN(Cc2nc(-c3cccs3)no2)CC1	1762	1530
O=C(CC1C(=O)NCCN1Cc1cccc(Oc2ccccc2)c1)NCCc1ccncc1 (stereo unspecified)	1749	1659
S=c1[nH]nc(-c2ccc3ccccc3n2)n1Cc1ccccc1	1821	1624
O=C1C2C3C=CC(C4CC34)C2C(=O)N1/N=C/c1ccc(-c2cccc([N+](=O)[O-])c2)o1 (stereo unspecified)	1845	1759
Cc1ccc(NC(=O)C2CC(=O)n3ncnc3N2)cc1C (stereo unspecified)	1798	1741
COc1ccc(C=O)cc1OC(=O)C1(C)Cc2ccccc2C(=O)O1 (stereo unspecified)	1881	1710
Cc1ccccc1CS(=O)(=O)c1ccc(C(=O)N2CCC(C)CC2)cc1[N+](=O)[O-]	1745	1599
CC(C)Cn1cc(F)c(=O)n(CC(C)C)c1=O	2267	1463
COc1ccc(N2CCc3c(C)nc4c(OC)cc(OC)cc4c32)cc1	1631	1784
CCOc1ccc(CNC(=S)N/N=C/c2cccnc2)cc1	1841	1654
O=C(NCCc1ccccc1)c1ccc(-c2ccc(F)cc2)o1	1876	1502
CCc1ccc(C(=O)CSc2nc(C)cc(=O)[nH]2)cc1	1968	1546
COc1ccc(CCNC(=O)Cn2cccc2C(=O)c2ccccc2)c(OC)c1	1585	1426
Cc1ccc(C(=O)N2CCN(c3ccccn3)CC2)cc1[N+](=O)[O-]	1892	1718
Cc1cc(C)n(CC(C)NC(=O)CCc2nnc(CCc3ccccc3)o2)n1 (stereo unspecified)	1773	1557
Cc1ccc(NC(=S)N2CCCC2)cc1	1856	1738
O=C(CSc1ncnc2ccccc12)c1ccco1	1597	1573
Cc1cccc(NC(=O)/C=C/c2ccc3c(c2)OCO3)n1	1812	1754
COc1ccc(NC(=S)N2CCN(C(=O)C3CCCO3)CC2)c(OC)c1 (stereo unspecified)	1802	1605
CC(C)CN(C(=O)CN1CCN(c2ccc(O)cc2)CC1)c1c(N)n(CC(C)C)c(=O)[nH]c1=O	1798	1709
C=CCNc1cc(C)oc(=O)c1C(=O)CC	1489	1588
COc1cccc(CNc2ccccc2O)c1OCc1ccccc1F	2160	1578
CC(=O)Nc1c(C)ccc(CNC(=O)COc2ccc(F)cc2)c1C	1743	1768
Cc1cccc(NC(=O)CN2C(=O)S/C(=C\c3ccc(-c4cccc(C(=O)O)c4C)o3)C2=O)c1	1560	1631
CCCSC1=N/C(=C/c2ccsc2)C(=O)N1c1ccccc1	1751	1399
COc1ccccc1C(=O)N(CCC1CCCN1C)c1nc2ccccc2s1 (stereo unspecified)	1660	1520
CC(=O)Cn1ncc(N2CCOCC2)cc1=O	1792	1464
COc1ccc(NC(=O)N2CCCCCC2)c(OC)c1	1819	1589
COc1ccc(C[C@H]2CN3C(=NC[C@@H]3C(C)C)N2C[C@H](C)NC(=O)c2ccc(C)c(Br)c2)cc1	1666	1629
O=C(NCCc1ccccc1)c1cnc2sccn2c1=O	1927	1758
Cc1cc(C(=O)NC2=NCCS2)c2ccccc2n1	1969	1752
S=C(NCc1ccco1)N1CCC(c2nc3ccccc3o2)CC1	1878	1687
CCc1ccc(N2C(=O)C3C4CCC(C4=C(C)C)C3C2=O)cc1 (stereo unspecified)	1899	1522
c1ccc(CNC23CC4CC(CC(C4)C2)C3)nc1	1782	1728
O=c1cc(-c2ccccc2Cl)oc2cc(O)cc(O)c12	1716	1487
O=C(COc1ccc(Br)cc1Br)NC(=O)NC1CCCC1	1778	1402
Cc1ccccc1CNc1nnnn1C	1995	1479
Cc1ccc(NCC(=O)N/N=C/c2cccc(Oc3ccccc3)c2)cc1	1776	1587
Nc1nncn1C(=O)CCCOc1ccc(Cl)cc1Cl	1449	1442
Cc1cc(Nc2nc(Cl)c(Cl)cc2Cl)n(-c2ccccc2)n1	1509	1474

The results go on:
SMILES	SRC1 TRFRET art	SRC3 TRFRET art
O=C(Cn1c(=O)[nH]c2ccccc2c1=O)N1CCN(c2cccc(Cl)c2)CC1	1980	1583
C[C@@H]1CC[C@]2(O[C@@H](CCO)C[C@H](O)[C@H]2O)O1	1676	1617
CCN(CC)c1ccc(/C=N/N2CCN(Cc3ccccc3)CC2)c(O)c1	1536	1557
CC(C)(C)SCCNS(=O)(=O)c1ccc(Cl)cc1	1713	1591
COc1ccc(-c2nc3cc([N+](=O)[O-])ccc3o2)cc1	1913	1633
O=C(Nc1nnc(C2CC2)s1)C1CCCO1 (stereo unspecified)	1655	1585
COc1cc2c(cc1OC)C(C)N(C(=O)CCN1C(=O)C3C4C=CC(C4)C3C1=O)CC2 (stereo unspecified)	1737	1730
O=C(CCNC(=O)Cn1ccc2ccccc2c1=O)NCCc1ccccc1Cl	1586	1525
Cc1ccc2cc(CN(CCN(C)C)C(=S)Nc3ccccc3)c(=O)[nH]c2c1C	1673	1467
CN(C)S(=O)(=O)c1ccc(C(=O)OCCn2cnc3c2c(=O)n(C)c(=O)n3C)cc1	2158	1504
Clc1cc(Br)ccc1OCCCNCc1ccccc1	1896	1853
O=C(OC1Cn2c(=O)ccc(=O)n2C1)c1ccc([N+](=O)[O-])cc1	1637	1446
COc1cc(C(=O)Nc2ccc(N3CCOCC3)cc2)ccc1OCc1c(C)noc1C	1834	1635
COc1ccc(N2CC(C(=O)N/N=C/c3ccc([N+](=O)[O-])cc3)CC2=O)cc1 (stereo unspecified)	1996	1573
O=C(Cn1nnc(-c2cccs2)n1)N1CCOCC1	1750	1476
COc1ccc(CC(=O)N(c2ccccc2)c2nc(C)cs2)cc1	1825	1580
Cc1ncc(CO)c2cc(S(=O)(=O)c3ccc(F)cc3)c(=O)oc12	2067	1516
COc1ccccc1/C=C/C=N/n1c(C2CCCCC2)n[nH]c1=S	1826	1678
COC(=O)c1ccc2c(c1)S(=O)(=O)NC(=NCCCN1CCOCC1)S2	1837	1535
O=C(NCC(c1cccs1)N1CCOCC1)c1ccc([N+](=O)[O-])cc1 (stereo unspecified)	1725	1396
COC(=O)c1ccccc1NS(=O)(=O)c1ccc2[nH]c(=O)[nH]c2c1	1654	1501
COc1cc2c(cc1OC)C(c1cccs1)N(C(=S)NC(C)C)CC2 (stereo unspecified)	1893	1458
Cc1ccc(CNC(=O)CCNS(=O)(=O)c2ccc(Br)s2)cc1	1795	1652
COC(=O)c1ccc(C(=O)Nc2ccc(N)cc2N)cc1	1949	1347
CC(C)Cc1cc(C(=O)Nc2ccc3c(c2)OCO3)no1	1619	1242
O=C(CSc1nc2ccccc2c(=O)n1CCCN1CCOCC1)c1c[nH]c2ccccc12	1527	1456
COc1cc(C(=O)NC2(C(F)(F)F)NC(=O)N(CCCc3ccccc3)C2=O)cc(OC)c1OC (stereo unspecified)	1779	1340
Cc1ccc(CN2CCNC(=O)C2CC(=O)N(C)C(C2CC2)C2CC2)o1 (stereo unspecified)	2049	1644
Cc1ccc(C)c(OCCCNC2CCCC2)c1C	1528	1409
CCS(=O)(=O)c1ccc2oc(SCC(=O)N3CCCCC3)nc2c1	2059	1529

Full records as entered above.
COC(=O)c1ccc(C(=O)Nc2ccc(N)cc2N)cc1 across the screens: SRC1 TRFRET art: 1949; SRC3 TRFRET art: 1347
CCS(=O)(=O)c1ccc2oc(SCC(=O)N3CCCCC3)nc2c1 across the screens: SRC1 TRFRET art: 2059; SRC3 TRFRET art: 1529
COc1cc2c(cc1OC)C(c1cccs1)N(C(=S)NC(C)C)CC2 (stereo unspecified) across the screens: SRC1 TRFRET art: 1893; SRC3 TRFRET art: 1458

Next records:
SMILES	SRC1 TRFRET art	SRC3 TRFRET art
CCOc1ccc(/C=C(\C#N)C(=O)Nc2cccnc2)cc1	1813	1419
CCOC(=O)C1CCN(C(=S)Nc2ccc(S(N)(=O)=O)cc2)CC1	1830	1441
Cc1ccc(NC(=O)CN2CCC(NC(=O)Cc3ccccc3)CC2)c(C)c1	1941	1459
O=S(=O)(c1ccccc1)c1nc(-c2ccco2)oc1NCc1cccnc1	1878	1551
COc1ccc(C[C@H]2CN3C(=NC[C@H]3C)N2CCNC(=O)CCC2CCCCC2)cc1	1779	1571
